Growth percent in the NCI-60 one-dose screen (48 h, 10 µM unless noted): 100 = growth as untreated, 0 = no growth, -100 = all killed.
K-562: K-562 leukemia | hit rate 7.4% among 78,000
MDA-MB-435: MDA-MB-435 melanoma; hit rate 7.8% among 82,000; AID 1794794
MDA-MB-468: MDA-MB-468 breast cancer | hit rate 8.5% among 78,000
MDA-MB-231: MDA-MB-231 breast cancer. hit rate 5% among 81,000. AID 1794789
RPMI-8226: RPMI-8226 leukemia cells; hit rate 7.5% among 77,000; AID 1794781
MOLT-4: MOLT-4 leukemia cells; hit rate 6.9% among 80,000; AID 1794779
MCF7: MCF7 breast cancer; hit rate 6.3% among 82,000; AID 1794796
SR: SR leukemia cells; hit rate 8.7% among 73,000
Active calls of the source: *; · = not tested or not shown; & = joins results of further samples. The calls were made as follows: active = growth percent below 10; inactive = the rest. The list is partial. The share of hits here may be higher or lower than overall.

A first look:
1: C#CC1(O)CCCCC1
2: CC(C)N=C([Se])NC(=O)c1ccccc1
3: ClCCN1CCCCCC1
4: Cc1cccc(C[N+](C)(C)C)c1C
5: Cc1cccc(C)c1NC1=NCCCS1
6: CCCCCCCCCCC(C(=O)c1ccccc1)N1CCOCC1 (stereo not given)
7: N#Cc1ncc(/N=C/c2ccc(N(CCCl)CCCl)cc2)s1
8: CCOP(=O)(NC[C@H]1O[C@](O)(CO)[C@@H](O)[C@@H]1O)OCC
9: C=CCOC(Cn1ccnc1)c1ccc(Cl)cc1Cl (stereo not given)
10: CNCC(Cl)c1ccc(OC(C)=O)cc1 (stereo not given)

entry no. | 1 | 2 | 3 | 4 | 5 | 6 | 7 | 8 | 9 | 10
K-562 | 103 | 16 | · | 135 | 102 | 98 | 38 | 97 | 96&93 | 87
MDA-MB-435 | 106 | 23 | 99 | 111 | 94 | 108 | 88 | 106 | 85&100 | 96
MDA-MB-468 | 111 | -46* | 108 | 94 | 99 | 97 | -2.4* | 107 | 89&103 | 94
MDA-MB-231 | 109 | -49* | 103 | 97 | 70 | 100 | 94 | 94 | 104&100 | 89
RPMI-8226 | 111 | 0.1* | 108 | 113 | 90 | 97 | · | 101 | 81&97 | 101
MOLT-4 | 101 | 2.9* | 104 | 92 | 95 | 98 | 43 | 96 | 86&82 | 97
MCF7 | 94 | -29* | 97 | 103 | 116 | 105 | 49 | 95 | 95&102 | 87
SR | 99 | -9.6* | 123 | 94 | 103 | 108 | 13 | 97 | 100&91 | 93

Results, previewed entries included:
1: C#CC1(O)CCCCC1
2: CC(C)N=C([Se])NC(=O)c1ccccc1
3: ClCCN1CCCCCC1
4: Cc1cccc(C[N+](C)(C)C)c1C
5: Cc1cccc(C)c1NC1=NCCCS1
6: CCCCCCCCCCC(C(=O)c1ccccc1)N1CCOCC1 (stereo not given)
7: N#Cc1ncc(/N=C/c2ccc(N(CCCl)CCCl)cc2)s1
8: CCOP(=O)(NC[C@H]1O[C@](O)(CO)[C@@H](O)[C@@H]1O)OCC

entry no. | 1 | 2 | 3 | 4 | 5 | 6 | 7 | 8
K-562 | 103 | 16 | · | 135 | 102 | 98 | 38 | 97
MDA-MB-435 | 106 | 23 | 99 | 111 | 94 | 108 | 88 | 106
MDA-MB-468 | 111 | -46* | 108 | 94 | 99 | 97 | -2.4* | 107
MDA-MB-231 | 109 | -49* | 103 | 97 | 70 | 100 | 94 | 94
RPMI-8226 | 111 | 0.1* | 108 | 113 | 90 | 97 | · | 101
MOLT-4 | 101 | 2.9* | 104 | 92 | 95 | 98 | 43 | 96
MCF7 | 94 | -29* | 97 | 103 | 116 | 105 | 49 | 95
SR | 99 | -9.6* | 123 | 94 | 103 | 108 | 13 | 97

9: C=CCOC(Cn1ccnc1)c1ccc(Cl)cc1Cl (stereo not given)
10: CNCC(Cl)c1ccc(OC(C)=O)cc1 (stereo not given)
11: N#CC(C#N)=Cc1ccccc1[N+](=O)[O-]
12: CN1[C@@H](CCc2ccc(O)cc2)CCC[C@H]1CCc1ccc(OCCF)cc1
13: Cc1ccc(OC(=O)Cc2ccccc2)cc1
14: O=C1NC(=O)C(=Cc2cn(C(=O)c3ccccc3)c3ccccc23)C(=O)N1
15: CN1C(=O)C(=Cc2cn(CCCCCCn3c4ccccc4c(=O)c4ccccc43)c3ccccc23)C(=O)N(C)C1=O
16: Nc1ccc(N=Nc2ccc(-c3ccc(N=Nc4c(S(=O)(=O)O)cc5cc(S(=O)(=O)O)c(N=Nc6ccccc6)c(O)c5c4N)cc3)cc2)c(N)c1

entry no. | 9 | 10 | 11 | 12 | 13 | 14 | 15 | 16
K-562 | 96&93 | 87 | 98&101 | 79 | 66 | 141 | 88 | 89
MDA-MB-435 | 85&100 | 96 | 105&95 | 102 | 114 | 105 | 107 | 107
MDA-MB-468 | 89&103 | 94 | 100&103 | 96 | · | 101 | 81 | 118
MDA-MB-231 | 104&100 | 89 | 93&107 | 92 | 123 | 89 | 103 | 104
RPMI-8226 | 81&97 | 101 | 93&96 | 97 | 99 | 114 | 103 | 106
MOLT-4 | 86&82 | 97 | 100&99 | 88 | 48 | 88 | 97 | 93
MCF7 | 95&102 | 87 | 96&97 | 93 | 112 | 89 | 81 | 97
SR | 100&91 | 93 | 100 | 89 | · | 91 | 77 | 82

17: O=C1CN=C(c2ccc[nH]2)c2cc(Cl)ccc2N1
18: COC(=O)C1C2c3ccccc3C(c3ccccc32)C1(C)C(=O)OC (stereo not given)
19: CC(C)CN(CCc1ccccn1)CC(C)C
20: Cc1cc(Cl)ccc1S(=O)(=O)F
21: N#CSCC1CC(O)(c2cn(C(=O)c3ccc(Cl)cc3)c3ccccc23)C(=O)O1 (stereo not given)
22: CC1(C)N=C(N)N=C(N)N1c1ccc(CCC(=O)Nc2ccc(S(=O)(=O)F)cc2)cc1
23: N#Cc1c(N)nc2c(c1N)C(c1ccc(Br)cc1)c1ccc3ccccc3c1O2 (stereo not given)
24: c1ccc(N=NNc2ccccc2)cc1

entry no. | 17 | 18 | 19 | 20 | 21 | 22 | 23 | 24
K-562 | 52 | 103 | 109 | 99 | 112 | 13 | 115 | 103
MDA-MB-435 | 91 | 122 | 114 | 102 | 85 | 21 | 105 | 105
MDA-MB-468 | 102 | 115 | 118 | 93 | 102 | 46 | 96 | 28
MDA-MB-231 | 104 | 111 | 105 | 117 | 102 | 76 | 118 | 92
RPMI-8226 | 15 | · | 99 | 100 | 94 | 34 | 96 | 94
MOLT-4 | 59 | 91 | 105 | 93 | 92 | 26 | 101 | 93
MCF7 | 62 | 115 | 100 | 98 | 101 | 25 | 73 | 58
SR | · | 83 | 105 | 106 | 90 | 16 | 101 | 89

25: COc1ccccc1-n1c(C)nc2ccccc2c1=O
26: Cc1cc(Br)c(O)c(Br)c1
27: O=[N+]([O-])c1ccc2sc3ccccc3c2c1
28: CCN(CC)CC(O)c1ccccc1 (stereo not given)
29: CNC(=O)Oc1c(C)[nH]ccc1=O
30: CCSCC1CC(O)(c2c(C)nn(Cc3ccccc3)c2C)C(=O)O1 (stereo not given)
31: CCCCn1cc(C(=O)/C(C#N)=C/c2cc3ccccc3nc2Cl)c2ccccc21
32: CCCC(C)COC(N)=O (stereo not given)
33: O=c1c2ccccc2c2c3n1CCCNC3CCC2 (stereo not given)
34: OCC(O)[C@H]1O[C@@H]2O[C@H](C(Cl)(Cl)Cl)O[C@@H]2[C@H]1O (stereo not given in full)

entry no. | 25 | 26 | 27 | 28 | 29 | 30 | 31 | 32 | 33 | 34
K-562 | 97 | 120 | 108 | 95 | 101 | 118 | 39 | 90 | 101 | 100
MDA-MB-435 | 107 | 134 | 106 | 119 | 109 | 118 | 103 | · | 98 | 96
MDA-MB-468 | 110 | · | 100 | 99 | 105 | · | 98 | 101 | 97 | 107
MDA-MB-231 | 111 | 111 | 101 | 112 | 103 | 104 | 75 | 100 | 99 | 102
RPMI-8226 | 104 | 128 | 96 | 108 | 97 | 98 | · | 99 | 109 | 96
MOLT-4 | 102 | 121 | 86 | 93 | 109 | 120 | 72 | 82 | 106 | 82
MCF7 | 102 | 110 | 94 | 87 | 95 | 114 | 78 | 93 | 97 | ·
SR | 101 | · | 98 | 93 | 102 | 113 | 10 | 97 | 97 | ·

High-throughput results from PubChem BioAssay.
